From PubChem BioAssay
G6PDH CS: L. mesenteroides G6PDH inhibitors, counter-screen for G6PDH-coupled screening assays, biochemical, Leuconostoc mesenteroides enzyme. glucose-6-phosphate dehydrogenase [Leuconostoc mesenteroides]. 200,000 compounds, 0.12% hits. inhibition, % at 5 µM. Purified L. mesenteroides G6PDH, diaphorase/resazurin coupled fluorescence, 45 min. AID 1020, 2008; in the data active = inhibition above about 50%
STAT3 inh: IL-6 driven STAT3 reporter inhibitors, primary screen, U3A cells, luciferase, luminescence, MLSCN library; IL-6 STAT3-luciferase reporter; host cell line lacks STAT1; inhibition, % at 5.5 µM; 190,000 compounds, 0.89% hits; AID 862, 2007;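 active = inhibition above the mean inhibition across all screened compounds plus 3 SD, cut at about 44% in these data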;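 note: 0% = DMSO only wells and 100% = 100 µM nifuroxazide control wells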
STAT3 act: IL-6 driven STAT3 reporter potentiators, primary screen, U3A cells, luciferase, luminescence, MLSCN library | IL-6 STAT3-luciferase reporter; 100% = signal with IL-6 EC80 alone | activation (% of control), % at 5.6 µM | 190,000 compounds, 0.91% hits;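 active = activation above the screen-wide mean of compound activation plus 3 SD, cut at about 130% in these data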;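 note: 0% = background luminescence of wells with medium and substrate only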
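Test system: human U3A cells carrying STAT3-luciferase construct; control set: IL-6-only wells as 100% reference; timing: compound pre-incubation 1 h before IL-6, then 6 h stimulation at 37 °C; also added: IL-6 stimulus at 33 ng/mL final; evaluation: % activation versus median of IL-6-stimulated wells; detection: reporter luminescence signal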
Diaphorase inh: diaphorase inhibitors and chemical oxidizers, primary screen, counter-screen for diaphorase-coupled primary assays, biochemical, uHTS, resorufin fluorescence | diaphorase resazurin-to-resorufin fluorescence, NADH, 16 min; bacterial (C. kluyveri) enzyme, not human | inhibition, % at 20 µM | 190,000 compounds, 0.69% hits;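 active = primary screen inhibition at 20 µM above a set limit, cut at about 50% in these data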;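 note: plate controls were DMSO with full reaction for no effect and wells lacking NADH for full effect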
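Test system: diaphorase enzyme from Clostridium kluyveri; amount: diaphorase at 0.14 U/mL in enzyme working solution; detection: fluorescence of resorufin formed from resazurin, Ex 544/Em 590 nm; times: reaction incubation of 16 min at room temperature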
Hsp70 activator: Hsp70 transcriptional activators, primary screen, cell-based, HeLa, Hsp70 promoter luciferase, luminescence, 10 µM; activation, % at 10 µM; AID 1203, 2008; 200,000 compounds, 0.04% hits; HeLa Hsp70 promoter luciferase reporter; scaled: vehicle 0, proteasome-inhibitor control 100%;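 active = activation above the mean across all tested compounds plus 3 SD, cutoff set per campaign, cut at about 5.5% in these data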;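 note: 100% = MG132 at 30 µM as the positive control and 0% = DMSO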
APP transl inh: inhibitors of APP translation via 5'UTR reporter, primary screen, APP 5'UTR luciferase, SH-SY5Y cells | 190,000 compounds, 0.82% hits | SH-SY5Y APP 5'UTR-luciferase reporter, luminescence | inhibition, % at 2 µM;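 active = inhibition above a set limit, derived from the sample mean plus 3 SD, cut at about 45% in these data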; note: values of inactives mirror those of a sister screen read the other way
STAT1 activator: STAT1 signaling activators, primary screen, cell-based, HTS, luciferase reporter; NIH 3T3 STAT1-luciferase reporter, IFN-gamma, luminescence; 100% = IFN-gamma alone, no compound; activation (% of control), % at 5.5 µM; 200,000 compounds, 2.6% hits;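 active = activation above the screen-wide mean activation plus 3 SD, cut at about 130% in these data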;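 note: raw ratio to IFN-gamma control signal so 100% means no change and 0% no light; values of inactives mirror those of a sister screen read the other way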
STAT1 blocker: STAT1 signaling inhibitors, primary screen, cell-based, HTS, luciferase reporter. NIH 3T3 STAT1-luciferase reporter, IFN-gamma, luminescence. inhibition, % at 5.5 µM. 200,000 compounds, 0.35% hits. AID 920, 2007;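 active = inhibition above a set limit, the mean inhibition across all tested compounds plus 3 SD, cut at about 34% in these data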;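 note: 0% = IFN-gamma with DMSO and 100% = IFN-gamma with 300 µM nifuroxazide; values of inactives mirror those of a sister screen read the other way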
TLR4-MyD88 BLA: inhibitors of TLR4-MyD88 association in cells, primary screen, cell-based, HeLa CL3-4, BLA complementation, FRET ratio | HeLa CL3-4 TLR4/MyD88 BLA complementation | inhibition, % at 8.4 µM | 200,000 compounds, 0.18% hits | AID 861, 2007; in the data active = inhibition above about 25%;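 note: 0% = vehicle and 100% = reference inhibitor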
Target sequence (O00206 whole entry, looked up): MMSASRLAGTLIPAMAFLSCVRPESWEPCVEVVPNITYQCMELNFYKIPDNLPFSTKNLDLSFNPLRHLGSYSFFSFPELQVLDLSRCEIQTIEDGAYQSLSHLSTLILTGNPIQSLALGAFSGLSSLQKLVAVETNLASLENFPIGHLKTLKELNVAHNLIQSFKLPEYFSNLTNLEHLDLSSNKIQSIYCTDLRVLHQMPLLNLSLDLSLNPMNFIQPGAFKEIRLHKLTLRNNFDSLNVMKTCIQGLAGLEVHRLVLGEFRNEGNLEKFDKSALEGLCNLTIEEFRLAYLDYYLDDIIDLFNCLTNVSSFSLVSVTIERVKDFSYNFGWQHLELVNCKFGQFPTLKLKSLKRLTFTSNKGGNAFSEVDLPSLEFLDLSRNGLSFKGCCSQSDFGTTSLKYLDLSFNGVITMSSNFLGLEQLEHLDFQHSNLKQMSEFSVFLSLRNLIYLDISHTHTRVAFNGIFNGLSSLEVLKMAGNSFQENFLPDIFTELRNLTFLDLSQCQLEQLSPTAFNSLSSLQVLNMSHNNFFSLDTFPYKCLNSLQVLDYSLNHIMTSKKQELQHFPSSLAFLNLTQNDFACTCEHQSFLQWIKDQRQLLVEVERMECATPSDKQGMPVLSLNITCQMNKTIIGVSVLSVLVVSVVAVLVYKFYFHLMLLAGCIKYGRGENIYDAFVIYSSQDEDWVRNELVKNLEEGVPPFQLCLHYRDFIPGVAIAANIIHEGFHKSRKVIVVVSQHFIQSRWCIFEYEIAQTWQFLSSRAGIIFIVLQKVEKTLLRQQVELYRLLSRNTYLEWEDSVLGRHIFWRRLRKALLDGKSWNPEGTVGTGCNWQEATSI
Target sequence (Q99836 whole entry, looked up): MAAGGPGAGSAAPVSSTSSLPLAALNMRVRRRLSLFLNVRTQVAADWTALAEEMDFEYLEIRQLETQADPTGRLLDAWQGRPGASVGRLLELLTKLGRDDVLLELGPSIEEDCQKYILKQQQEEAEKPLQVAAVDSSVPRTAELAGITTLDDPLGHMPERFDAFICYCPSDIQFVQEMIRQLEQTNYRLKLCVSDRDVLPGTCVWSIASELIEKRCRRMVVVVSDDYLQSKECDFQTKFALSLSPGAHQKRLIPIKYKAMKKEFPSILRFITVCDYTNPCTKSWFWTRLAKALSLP
Diaphorase act: compounds boosting diaphorase resazurin reduction – biochemical, uHTS, resorufin fluorescence, counter-screen for diaphorase-coupled primary assays, primary screen; 190,000 compounds, 0.005% hits; activation factor at 20 µM; Diaphorase/resazurin coupled assay, 16 min; stronger effect = higher value; 1 = vehicle wells, 0 = NADH-free wells;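 active = diaphorase activity raised at least twofold by the compound at 20 µM; inactive = activation factor below 2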
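Material: Clostridium kluyveri diaphorase, purified enzyme; Quantity: enzyme 0.07 U/mL final; Medium: HEPES pH 7.4 buffer with MgCl2 and Tween 20; Dosing: single compound dose of 20 µM, 1% DMSO final; Schedule: 16 min reaction at room temperature; Measured by: red resorufin fluorescence at 544/590 nm excitation/emission.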
The depositor's hits bear a star; . = not tested or not shown.

#1 CCCC1C(C#N)=C(N)Oc2c1c(=O)oc1ccccc21 (stereo unspecified)
#2 COc1cc(/C=C/C(=O)c2c(O)n(CCc3ccccc3)c(=O)[nH]c2=O)ccc1O
#3 c1ccc(CCN2CCC(N3CCN(c4ccccc4)CC3)CC2)cc1
#4 O=C(C(=O)N1CCOCC1)c1cn(Cc2ccccc2Cl)c2ccccc12
#5 Cc1cc(Oc2ccc(C(F)(F)F)cc2[N+](=O)[O-])c2c3c(c(=O)oc2c1)CCCC3
#6 CN(C)c1ccc(C(=O)c2ccc(N(C)C)cc2)cc1
#7 CCOP(=O)(OCC)C(NC(=O)c1ccc(C)cc1)=C(Cl)Cl
#8 CC(C(=O)c1ccc2ccccc2c1)N1CCCCC1 (stereo unspecified)

Assay by compound	1	2	3	4	5	6	7	8
G6PDH CS	5	-11	0	6	-2	7	6	-1
STAT3 inh	4	-4	7	-2	-11	-17	-1	30
STAT3 act	99	106	100	106	112	114	100	81
Diaphorase inh	4	3	11	0	16	19	2	16
Hsp70 activator	-0.2	-0.3	0.0	0.4	0.1	0.0	-0.1	-0.1
APP transl inh	-13	-4	-6	4	-8	.	-4	3
STAT1 activator	102	96	93	86	102	134*	92	103
STAT1 blocker	-2	5	8	12	-2	-36	9	-4
TLR4-MyD88 BLA	-2	10	-1	5	-1	16	3	-5
Diaphorase act	1	1	0.9	1	0.8	0.8	1	0.8

#9 Cc1c(N=Cc2c(O)n(CCc3ccc(F)cc3)c(=O)[nH]c2=O)c(=O)n(-c2ccccc2)n1C
#10 C[N+]1(C)[C@@H]2CC[C@H]1CC(OC(=O)C(CO)c1ccccc1)C2 (stereo partly specified)
#11 Cc1c(NP(=S)(C(C)(C)C)C(C)(C)C)c(=O)n(-c2ccccc2)n1C
#12 O=C(Nc1cccc(OC(=O)N2CCCCC2)c1)N1CCOCC1
#13 O=C(NCc1cccnc1)C(Cl)(Cl)Cl
#14 COc1ccc2c(c1OC)C(=O)OC2c1c(O)n(C2CCCCC2)c(=O)[nH]c1=O (stereo unspecified)
#15 Cc1cc(/C=C2\C(=O)NC(=O)N(c3ccc(F)cc3)C2=O)c(C)n1-c1ccc(C(=O)O)cc1
#16 CON(C)C(=O)Nc1ccc(Cl)cc1

Assay by compound	9	10	11	12	13	14	15	16
G6PDH CS	-61	14	6	4	3	2	13	-11
STAT3 inh	8	2	12	6	-6	2	10	7
STAT3 act	96	100	93	97	110	103	97	96
Diaphorase inh	8	16	0	-12	5	23	7	1
Hsp70 activator	-0.2	-0.3	0.7	-0.1	0.1	-0.4	-0.2	0.0
APP transl inh	-14	-19	-8	-4	-6	-6	-9	13
STAT1 activator	96	99	100	101	94	102	101	99
STAT1 blocker	3	2	-1	-2	7	-2	-3	0
TLR4-MyD88 BLA	10	3	-4	6	-15	-5	8	-13
Diaphorase act	0.9	0.8	1	1.1	1	0.8	0.9	1

The last 4 entries of the section above lead into the next.
#13 O=C(NCc1cccnc1)C(Cl)(Cl)Cl
#14 COc1ccc2c(c1OC)C(=O)OC2c1c(O)n(C2CCCCC2)c(=O)[nH]c1=O (stereo unspecified)
#15 Cc1cc(/C=C2\C(=O)NC(=O)N(c3ccc(F)cc3)C2=O)c(C)n1-c1ccc(C(=O)O)cc1
#16 CON(C)C(=O)Nc1ccc(Cl)cc1
#17 O=P1(Nc2cccnc2)COc2ccccc2OC1
#18 O=C1CC(=O)N(c2ccc(Cl)cc2Cl)C(=O)N1
#19 CCCCCCCC(=O)NC(Oc1ccccc1[N+](=O)[O-])C(Cl)(Cl)Cl (stereo unspecified)
#20 O=C1N(c2ccccc2)C(c2cccnc2)N2CCCN12 (stereo unspecified)
#21 Cc1nn(Cc2ccccc2)c(C)c1C(=O)OCC(=O)Nc1cccc(S(N)(=O)=O)c1
#22 CCc1nnc(NS(=O)(=O)c2ccc(N=Cc3c(O)n(-c4ccccc4)c(=O)[nH]c3=O)cc2)s1
#23 COc1cc(-n2c(=S)[nH]c3ccccc3c2=O)c(Cl)cc1Cl
#24 O=C(CSC1c2ccccc2-c2ccccc21)N/N=C/c1ccccc1C(=O)O

Assay by compound	13	14	15	16	17	18	19	20	21	22	23	24
G6PDH CS	3	2	13	-11	9	-3	4	3	4	6	5	12
STAT3 inh	-6	2	10	7	-5	8	-2	15	5	15	10	5
STAT3 act	110	103	97	96	109	98	107	96	96	89	99	101
Diaphorase inh	5	23	7	1	18	14	5	-11	28	7	18	36
Hsp70 activator	0.1	-0.4	-0.2	0.0	0.0	0.0	-0.2	0.0	0.0	-0.4	0.5	-0.5
APP transl inh	-6	-6	-9	13	11	27	-9	-8	14	11	-13	0
STAT1 activator	94	102	101	99	95	97	99	95	90	94	90	92
STAT1 blocker	7	-2	-3	0	5	2	1	4	12	6	7	8
TLR4-MyD88 BLA	-15	-5	8	-13	-1	9	-7	6	-6	4	-10	-18
Diaphorase act	1	0.8	0.9	1	0.8	0.9	0.9	1.1	0.7	0.9	0.8	0.6

A portion taken from the entries so far, as a working copy:
#21 Cc1nn(Cc2ccccc2)c(C)c1C(=O)OCC(=O)Nc1cccc(S(N)(=O)=O)c1
#22 CCc1nnc(NS(=O)(=O)c2ccc(N=Cc3c(O)n(-c4ccccc4)c(=O)[nH]c3=O)cc2)s1
#23 COc1cc(-n2c(=S)[nH]c3ccccc3c2=O)c(Cl)cc1Cl

Assay by compound	21	22	23
G6PDH CS	4	6	5
STAT3 inh	5	15	10
STAT3 act	96	89	99
Diaphorase inh	28	7	18
Hsp70 activator	0.0	-0.4	0.5
APP transl inh	14	11	-13
STAT1 activator	90	94	90
STAT1 blocker	12	6	7
TLR4-MyD88 BLA	-6	4	-10
Diaphorase act	0.7	0.9	0.8

The listing continues.
#25 CN1C(=O)CN=C(c2ccccc2)c2cc(Cl)ccc21
#26 Cc1ccc(N2C(=O)CC(=O)NC2=O)cc1
#27 O=C(O)C1C2CCC(O2)C1C(=O)Nc1ccc(Cl)cc1 (stereo unspecified)
#28 O=C(C[N+]12CCN(CC1)CC2)NCCc1ccc(Cl)cc1Cl
#29 Cn1cc(C(=O)NCc2ccccc2)c2ccccc21
#30 O=C1/C(=C\c2ccc([N+](=O)[O-])cc2)N2CCC1CC2
#31 CCOc1cc(C=C2C(=O)NC(=O)NC2=O)ccc1OS(=O)(=O)c1ccccc1
#32 COCCN1C(=O)NC(=O)/C(=C\c2ccc(F)cc2)C1=O

Assay by compound	25	26	27	28	29	30	31	32
G6PDH CS	1	-4	0	7	1	6	2	3
STAT3 inh	.	-3	16	3	12	-3	-12	2
STAT3 act	.	105	93	98	95	106	111	100
Diaphorase inh	25	6	7	-2	13	-1	26	15
Hsp70 activator	0.2	-0.1	0.0	-0.4	-0.1	-0.3	-0.3	0.2
APP transl inh	.	0	-10	-3	-6	1	-9	-2
STAT1 activator	.	109	93	112	104	105	95	91
STAT1 blocker	.	-8	5	-15	-6	-6	6	10
TLR4-MyD88 BLA	.	5	-5	7	-5	5	-6	-3
Diaphorase act	0.8	0.9	0.9	1	0.9	1	0.7	0.8

#33 O=C(CCCCCn1c(=S)[nH]c2ccccc2c1=O)N1CCC2(CC1)OCCO2
#34 CC(=O)Nc1ccc(OC(=O)N2CCCCC2)cc1
#35 CN1CC(C(=O)c2ccc(Cl)cc2)C(c2ccc(N(C)C)cc2)C1 (stereo unspecified)
#36 O=C1NC(=O)N(CCc2ccc(F)cc2)C(=O)/C1=C/c1cccs1
#37 CC(=O)c1cccc(NC2=NCC(C)S2)c1 (stereo unspecified)
#38 O=C(Nc1ccc(OC(=O)N2CCCCC2)cc1)N1CCOCC1
#39 COc1cccc(C(=O)C2CCCN(Cc3cccc(C)n3)C2)c1 (stereo unspecified)
#40 NC(N)=N/N=C/c1ccc(N2CCOCC2)cc1

Assay by compound	33	34	35	36	37	38	39	40
G6PDH CS	4	2	2	-1	0	12	14	3
STAT3 inh	8	12	8	15	-15	22	2	3
STAT3 act	95	93	99	97	116	84	104	104
Diaphorase inh	20	5	-1	1	1	12	5	-11
Hsp70 activator	-0.6	-0.1	-0.1	0.3	-0.4	-0.4	0.0	0.0
APP transl inh	-8	-2	4	15	-10	52*	19	4
STAT1 activator	97	94	100	103	102	66	99	89
STAT1 blocker	3	7	-2	-4	-2	36*	1	11
TLR4-MyD88 BLA	3	15	4	6	5	4	-4	-6
Diaphorase act	0.8	0.9	1	1	1	0.9	1	1.1

#41 CN1CCN(C(=O)COc2ccc(S(=O)(=O)N(C)Cc3ccccc3)cc2)CC1
#42 Cc1cccc(C)c1OP(N)(=O)OCC(F)(F)F (stereo unspecified)
#43 COCCNC(=O)c1c(NC(=O)c2ccco2)n(Cc2ccccc2)c2nc3ccccc3nc12
#44 CCCCCCn1c(O)c(C=NC2CCN(Cc3ccccc3)CC2)c(=O)[nH]c1=O
#45 O=c1c2ccccc2nc(CSc2ncnc3nc[nH]c23)n1-c1ccccc1
#46 COc1ccc(NC(=O)c2cc([N+](=O)[O-])ccc2N2CCNCC2)cc1
#47 O=c1c2ccccc2nc(-c2ccccc2)n1-n1cccc1
#48 O=c1[nH]c(O)c(/C=C2\C=NN=C2c2ccccc2)c(=O)[nH]1
#49 COc1ccc(S(=O)(=O)N2CC3CC(C2)c2cccc(=O)n2C3)cc1 (stereo unspecified)

Assay by compound	41	42	43	44	45	46	47	48	49
G6PDH CS	19	4	18	0	-15	12	0	6	3
STAT3 inh	12	4	-3	33	6	11	5	-8	1
STAT3 act	91	96	105	72	99	94	103	104	101
Diaphorase inh	8	12	30	8	18	4	11	17	3
Hsp70 activator	-0.2	-0.2	-0.4	-0.2	0.2	0.3	-0.2	-0.3	-0.4
APP transl inh	-5	-7	5	20	-6	-15	-6	-8	-4
STAT1 activator	94	93	95	108	104	104	99	103	94
STAT1 blocker	6	8	6	-5	-4	-7	1	-3	7
TLR4-MyD88 BLA	7	-13	-12	-4	-13	7	9	10	13
Diaphorase act	0.9	0.9	0.7	0.9	0.8	1	0.9	0.8	1

A portion of the library (hit frequency here may not be typical).
